# p53ts 39C kill: qHTS Screen for Compounds that Selectively Target Cancer Cells with p53 Mutations: Cytotoxicity of p53ts Cells at the Nonpermissive Temperature; actives 1.5% (n = 130,000); Potency, µM (doses to about 46.1 µM), without a hit: at the highest dose activity change, negative = cell killing, actives largely listed as cytotoxic; H1299-p53A138V viability at 39C, ATP luminescence, 24 h; further: nearly all actives have a fitted effect of over 55% in size
# p53ts 32C kill: qHTS Screen for Compounds that Selectively Target Cancer Cells with p53 Mutations: Cytotoxicity of p53ts Cells at the Permissive Temperature | H1299-p53A138V at 32C, ATP luminescence viability, 24 h | Potency, µM (titrated, usually from 46.1 µM), inactives show at the top dose activity change, negative = cytotoxicity, most hits filed as cytotoxic | actives 0.93% (n = 130,000);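 further: 0% = DMSO and -100% = full killing by reference compound; nearly all actives have a fitted effect of over 55% in size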
#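 H1299-p53 A138V cells (temperature-sensitive p53) exposed 24 h to up to 46 uM compound at 32C, where p53 is wild-type in conformation. Viability read as ATP luminescence and normalised to DMSO and 100 uM tamoxifen. AC50 fitted with the Hill equation.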
# Peg3 imprint: qHTS Assay for Compounds that Induce Erasure of Genomic Imprints. mouse ES Peg3-LacZ reporter, beta-gal luminescence, 40 h. Potency, µM (titrated, usually from 60.7 µM), for the others: top-dose activity change, positive = activation, hits mostly activators. actives 0.02% (n = 110,000);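 further: 0% = negative control wells on the plate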
#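 Gelatin-coated wells received 300 freshly trypsinized female ES cells with a Peg3LacZ-Neo reporter on the maternal allele, then incubated 40 hours at 37C. BetaGlo was added for 5 minutes at room temperature before a single luminescence read.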
# IkB sig inh: IkB Signaling. ABC-DLBCL IkBa-CBG/CBR dual luciferase ratio, 4 h; response scale: scaled: untreated 0%, proteasome inhibitor 100%. Potency, µM (series often up to 57.1 µM), for the others: at the highest dose IkBa stabilization activation. actives 0.04% (n = 110,000); active means well fitted curve in the direction sought with a large enough effect in the signal ratio, not every such curve was filed as active; inconclusive means small, poorly fitted or top-dose-only effect, or a change in a side signal; the % refers to the signal ratio;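 further: the direction sought is a rising ratio; 0% = basal untreated cells and 100% = reference inhibitor full response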
#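 In this assay, an IκBα–CBG68 fusion accumulates when IKK-driven degradation is blocked; native CBR normalizes for cell number. OCI-Ly3 cells were treated 4 h with compound and doxycycline, then green and red light read after Chroma-Glo addition.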
# * marks the source's active call; other numbers are inactive results; ? = inconclusive; nt = not tested or not shown; & = joins results of further samples; [ ] = another dose, or the depositor's remark. Unless noted, the call rests on the fitted dose curve; in most records, active means well fitted curve in the direction sought with a large enough effect; inconclusive means small, poorly fitted or top-dose-only effect, or another doubt; inactive means no such curve, though single readings can be large; an effect the other way counts as inactive or inconclusive. Unless noted, on the % scale 0 is the no-effect control and ±100 the full control effect; potency means the concentration at half of the fitted maximal effect. Rows are unselected; overall some 1.7% were active at least once.
smiles,p53ts 39C kill,p53ts 32C kill,Peg3 imprint,IkB sig inh
Nc1nonc1-c1noc(-c2ccc(Br)o2)n1,2%,-16%,-25%,0.8%
O=C(c1ccc2c(c1)OCCO2)N1CCCCC1,4%,-8%,-14%,-0.6%&-3.5%
O=C(CSc1nc(-c2ccccc2)nc2c1CCCC2)c1ccc(Cl)cc1,19%,2%,-11%[10.9 µM],-1.1%
CCOC(=O)c1c(C)[nH]c(C)c1S(=O)(=O)N1CCCC(C(=O)Nc2cccc(C)n2)C1 (stereo unspecified),-8%,4%,-9%[10.9 µM],0.7%
CCOc1ccc(NC(=O)C2CCC(CNS(=O)(=O)c3ccc4c(c3)CCCC(=O)N4)CC2)cc1 (stereo unspecified),-4%,2%,-7%[10.9 µM],0.0%
COc1ccccc1CNc1ncncc1-c1ccccc1Cl,-6%,11%,-15%,2.2%[11.4 µM]
CCOc1ccccc1C(=O)Nc1ccc(S(=O)(=O)N2CCCCC2c2cccnc2)cc1 (stereo unspecified),-27%,-2%,-10%[10.9 µM],4.5%
COc1ccc(CN(CC2CCCO2)C(=O)CN2C(=O)C(C)Oc3ccc(C)cc32)cc1OC (stereo unspecified),-6%,-15%,nt,nt
CCOC(=O)Cc1ccc(NC(=O)Nc2c[nH]c(=O)[nH]c2=O)cc1,-11%,2%,?,1.8%
CCOc1ccccc1NC(=O)C1CCN(S(=O)(=O)c2cccc3cccnc23)CC1,-11%,4%,-18%,1.3%
CC(=O)NC(NC(C)=O)c1ccc(N(C)C)cc1,6%,10%,0%,-1.7%
Cc1noc(C)c1C(=O)Nc1sc2c(c1C(N)=O)CCC2,11%,4%,-7%,3.0%
Cc1c(C(=O)OCCN2CCCCC2)oc2ccccc12,-10%,5%,-25%,0.4%
CCCOc1cccc(NC(=O)c2c(-c3ccccc3Cl)noc2C)c1,-7%,4%,-13%[10.9 µM],?
COc1ccc(-c2nc3nc(C)cc(Nc4ccc(C(C)=O)cc4)n3n2)cc1,?,-20%,-13%[10.9 µM],1.0%
Cc1nn(-c2ccccc2)c(Cl)c1C1C(C#N)=C(N)Oc2n[nH]c(C)c21 (stereo unspecified),-16%,3%,3%,1.0%
COC(=O)CNC(=O)C(Cc1c[nH]c2ccccc12)NC(=O)OC(C)(C)C (stereo unspecified),-12%,-9%,-2%,0.0%
COc1cc(C2Nc3cccc4cccc(c34)N2)cc(OC)c1O,-26%,-30%,-3%,-0.5%
C=C(C)CNC(=S)/N=c1\scc(C)n1CC,-14%,2%,nt,nt
COc1ccc(N2CCN(C(c3cc4ccc(C)cc4[nH]c3=O)c3nnnn3C3CCCC3)CC2)cc1 (stereo unspecified),-5%,16%,0%,2.4%
CCn1cc(C(=O)NC2CCCCCC2)c(=O)c2cc(S(=O)(=O)N3CCCCC3)ccc21,25%,8%,18%,1.4%
O=C(CSc1nnc(-c2ccc(O)cc2)n1Cc1ccco1)c1cccs1,-16%,2%,-13%,1.1%
CCn1c(SCC(=O)Nc2ccc3c(c2)OCCO3)nnc1-c1ccco1,-26%,-25%,-5%,-0.3%
Cc1ccc(SCCCn2cncn2)cc1,-12%,-4%,-13%,-2.3%
CCOc1ccc(C(=O)c2cccs2)cc1,-8%,-6%,-11%,-2.0%
CC1CCCC(C)N1C(=O)COc1ccc(-c2nnco2)cc1 (stereo unspecified),-7%,4%,14%,1.3%
CC(C)CC(=O)Nc1ccc2nc(SCC(=O)N3CCOCC3)sc2c1,-26%,-18%,-3%[10.9 µM],3.3%
CCN1CCN(C(=O)c2cnn(-c3ccc(F)cc3F)c2C2CCN(C(=O)OC(C)(C)C)CC2)CC1,27%,-8%,-7%[10.9 µM],0.4%
Cc1c2cnn(CC(=O)N3CCN(c4ccc(F)cc4)CC3)c(=O)c2c(C)n1Cc1ccccc1F,-14%,13%,-10%[10.9 µM],?
CCOc1ccc(NCc2nnc(SCC(=O)Nc3cc(C)on3)n2-c2ccc(OC)cc2)cc1,-25%,-4%,-11%,3.3%

# (further entries)
smiles,p53ts 39C kill,p53ts 32C kill,Peg3 imprint,IkB sig inh
Cc1ccc2nc(-c3ccccc3)cn2c1,0.63µM*,0.5µM*,-93%[inhibitor],?
CCC(C)c1ccc(OCC(=O)Nc2cccc(-c3nc4ncccc4o3)c2)cc1 (stereo unspecified),?,?,-17%[10.9 µM],?
Cc1cccc(CNc2cc(-c3cccc(C#N)c3)ncn2)c1,-13%,-7%,-25%,-0.8%[11.4 µM]
O=c1oc2c(CN3CCCCC3)c(O)ccc2cc1-c1nc2ccccc2[nH]1,-16%,-6%,-13%,-1.3%
O=C(Nc1ccc(F)cc1F)c1ccc2c(O)c(S(=O)(=O)c3ccc(Cl)cc3)c(=O)[nH]c2c1,-5%,1%,-9%[10.9 µM],?
Cc1cccc(N2CCN(C(=O)c3cnn(-c4cccc(Cl)c4C)c3C3CCNCC3)CC2)c1C,?,0%,-12%[10.9 µM],?
O=C(CSc1nnc2c3c4c(sc3ncn12)CCCC4)NCc1ccco1,8%,2%,nt,0.1%
CCC(=O)N1c2ccccc2CC1C(=O)NCCc1ccccc1 (stereo unspecified),8%,5%,-10%[10.9 µM],0.6%
COc1ccc(-n2c(=O)c3c4c(sc3n(Cc3cc(=O)n5c(C)cccc5n3)c2=O)CCC4)c(OC)c1,-10%,5%,-4%[10.9 µM],?
CCCNC(=O)CS(=O)(=O)Cc1nc(-c2cccc(OC)c2)oc1C,-3%,0%,-29%,0.6%
O=C(Nc1cccnc1)Nc1ccccc1Cl,3%,-30%,-59%[inhibitor],2.6%
O=C1C2CCCN2C(c2ccc(F)cc2)N1c1nccs1 (stereo unspecified),-10%,0%,-13%,0.2%
COc1cc(C2CC(=O)c3c([nH]c(C(=O)OCCOC(C)C)c3C)C2)cc(OC)c1OC (stereo unspecified),?,?,-25%,?
O=C1Nc2ccccc2C1(O)Cc1ccncc1 (stereo unspecified),3%,2%,26%,-0.3%
CC(C)C(=O)N1c2ncnn2C2(CCCCC2)[C@@H]2CCCC[C@@H]21,12%,0%,-17%[10.9 µM],0.2%
O=C(NCCSc1c(-c2ccc(Cl)cc2)[nH]c2ccccc12)c1ccc(S(=O)(=O)N2CCOCC2)cc1,14%,13%,-15%[10.9 µM],?
COCCn1c(SCc2csc(-c3ccccc3)n2)nc2ccccc21,-17%,-9%,2%,?
O=C(Nc1nc(-c2ccccn2)cs1)c1ccc(Cl)s1,4%,16%,-13%,1µM*
Cn1c(=O)c2c(nc(NCCCN3CCOCC3)n2Cc2ccc(Cl)cc2)n(C)c1=O,-9%,-5%,-2%,0.4%
Cc1ccc(-c2nc3n(n2)C(=O)CC(c2ccc(Cl)cc2)S3)cc1 (stereo unspecified),2%,-5%,2%[10.9 µM],?
CN1CCN(C(=O)Nc2cccc3ccccc23)CC1,-1%,-2%,2%,0.9%
COc1ccc(Cc2nc(-c3ccc(Br)cc3)no2)cc1,8%,-1%,nt,nt
O=c1oc2ccc(Br)cc2cc1-c1csc(-c2ccccc2)n1,-19%,-4%,-6%[10.9 µM],1.5%
Cc1cc(C)cc(NC(=O)c2cc(S(=O)(=O)NCc3ccco3)ccc2F)c1,-18%,-8%,-43%[inhibitor],?
Clc1cccc(N2CCN(c3ncnc4c3nc3n4CCCCC3)CC2)c1,13µM*,?,-22%[10.9 µM],?
Cc1ccc(-c2c3c(=O)n(C)c(=O)n(C)c3c3c(-c4cccc(C)c4)nc4ccccc4n23)cc1,3%,4%,15%[10.9 µM],-3.8%
COc1cccc2sc(N(C)c3ccccc3)nc12,13µM*,10µM*,-64%[inhibitor],2.1%
Cc1ccc2[nH]c(=O)c(CN(CCc3ccccc3)C(=O)N3CCOCC3)cc2c1,-3%,3%,4%,0.3%
COc1ccc(OC)c(-n2cnc3cc(C(=O)O)ccc32)c1,4%,10%,-7%,0.8%
CCc1ccc(NCc2cc3cc4c(cc3n(CC(=O)Nc3cccc(OC)c3)c2=O)OCO4)cc1,-8%,8%,-8%[10.9 µM],?

# Look-ups from the results shown.
# Peg3 imprint with `O=C(c1ccc2c(c1)OCCO2)N1CCCCC1` stands at -14%
# Peg3 imprint with `O=C(CSc1nnc(-c2ccc(O)cc2)n1Cc1ccco1)c1cccs1` stands at -13%
# p53ts 39C kill with `O=C(CSc1nc(-c2ccccc2)nc2c1CCCC2)c1ccc(Cl)cc1` stands at 19%

# Looked up by structure from above (four):
smiles,p53ts 39C kill,p53ts 32C kill,Peg3 imprint,IkB sig inh
COCCn1c(SCc2csc(-c3ccccc3)n2)nc2ccccc21,-17%,-9%,2%,?
CCC(=O)N1c2ccccc2CC1C(=O)NCCc1ccccc1 (stereo unspecified),8%,5%,-10%[10.9 µM],0.6%
O=C(CSc1nnc2c3c4c(sc3ncn12)CCCC4)NCc1ccco1,8%,2%,nt,0.1%
COc1ccc(OC)c(-n2cnc3cc(C(=O)O)ccc32)c1,4%,10%,-7%,0.8%

# The listing continues:
smiles,p53ts 39C kill,p53ts 32C kill,Peg3 imprint,IkB sig inh
Cc1ccccc1Cc1c(C)nc2c(C(=O)NCc3ccco3)cnn2c1C,8%,48%[activator],-17%,?
Clc1ccc(Cl)c(-c2nn3c(COc4ccccc4)nnc3s2)c1,5%,5%,-5%,1.3%
CC(=O)Nc1ccc(NS(=O)(=O)c2ccc(Cl)c(C(=O)O)c2)cc1,-4%,-2%,-1%,2.4%
O=C(N1CCOCC1)n1cnc2ccccc21,21%,6%,nt,nt
O=C(O)c1cccc(-n2nnnc2SCc2ccccn2)c1,9%,0%,-5%,-0.9%
O=C(NC1CCCCCC1)C1CCN(S(=O)(=O)c2ccccc2)CC1,-3%,-2%,-4%,2.5%
COc1ccc(-c2cccc(NS(=O)(=O)c3cccs3)c2)nn1,-11%,-5%,-15%[10.9 µM],2.1%
COC(=O)C1=CN(CC2CCCO2)C=C(C(=O)OC)C1c1ccsc1 (stereo unspecified),7%,2%,0%,0.2%
Cc1ccc(-c2nc3ncccc3o2)cc1NC(=O)c1ccc(-c2ccc(Cl)cc2)o1,11%,9%,15%[10.9 µM],-0.1%
Cc1noc(C)c1-c1nccc(N(C)C)n1,1%,-4%,1%,1.7%[11.4 µM]
O=C(CN1C(=O)C2CCCCN2c2ccc(C(=O)N3CCCC3)cc21)NCc1cccc(F)c1 (stereo unspecified),-26%,-3%,-12%[10.9 µM],?
C=CCn1c(=N)n(CC(O)COc2ccc(OC)cc2)c2ccccc21 (stereo unspecified),-11%,-9%,-29%,3.0%
Cc1ccc2cc(CN(CC3CCCO3)S(=O)(=O)c3ccc4c(c3)OCCO4)c(=O)[nH]c2c1C (stereo unspecified),4%,11%,-5%,-2.0%
CC(=O)N1CCC2(CC1)CCN(c1ccc(-c3ccccc3)cc1)CC2,-18%,-15%,nt,8.2%[11.4 µM]
CCOCCCn1c(SCC(=O)NC(C)(C)C)nc2ccccc2c1=O,5%,3%,-11%,0.5%
CCC(=C(CC)c1ccc(O)cc1)c1ccc(O)cc1,30%[activator][20.6 µM],12%[20.6 µM],-3%[16.8 µM],?
CCC(C)Sc1nnc(Cc2cc(=O)[nH]c(=O)[nH]2)n1-c1ccc(F)cc1 (stereo unspecified),3%,6%,0%,-1.3%
CC(C)Cn1c(N)c(C(=O)COC(=O)c2cc(-c3ccco3)nc3ccccc23)c(=O)n(C)c1=O,-17%,4%,-21%&-20%,1.3%
Cc1cccc(C)c1OC(=O)CSc1nnc(-c2cccs2)o1,-2%,2%,-11%[10.9 µM],?
CCC(Sc1nc2n[nH]c(C)c2c(=N)n1-c1ccc(C)c(Cl)c1)C(=O)N1CCOCC1 (stereo unspecified),-17%,-6%,-21%,-0.6%
CCOC(=O)CSc1nc2c(sc(=S)n2Cc2ccco2)c(=O)n1-c1ccc(F)cc1,16%,4%,-2%,0.4%

# Screening results (PubChem BioAssay)
